Myeloid diff MLP: induction of myeloid progenitor differentiation, primary screen, cell-based, flow cytometry, MLPCN library; ER-HoxA9 myeloid progenitors, lysozyme-GFP differentiation; calls only at 10 µM; actives 1% (n = 360,000); AID 624256, 2012;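 active means normalized GFP-positive differentiation at or above the plate's own cutoff, the solvent-only control mean plus 3 SD; inconclusive means no clear call, values can overlap the other calls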;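 further: cells exposed to compound for four days before flow analysis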
PhoP inhibition: inhibitors of PhoP regulon expression, primary screen, Salmonella Typhimurium, GFP reporter (AID 1863); S. Typhimurium PhoP-regulated promoter GFP reporter, 4 h; higher % means a stronger effect; inhibition, % at 50 µM, or IC50 in µM where a hit was titrated; actives 0.16% (n = 300,000);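 active means inhibition over 29.93%, a cutoff 3 SD above the screen mean, later confirmed by dose response; inconclusive means inhibition over 29.93% but no dose response follow-up; inactive means inhibition at most 29.93% or unconfirmed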;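 further: 0% = low Mg2+ inducing control and 100% = high Mg2+ repressing control; strong numbers were not always called active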
XIAP displacement: XIAP antagonists, biochemical, IAP family, fluorescence polarization (AID 1018). XIAP BIR domain, fluorescence polarization peptide displacement; higher % means a stronger effect. displacement, % at 20 µM, or IC50 in µM where a hit was titrated. actives 0.007% (n = 200,000); in the data active means displacement above about 50%; further: a part of the inactive calls stands beside numbers as strong as those of hits
PMI inhibition: human PMI inhibitors, high substrate, primary screen, biochemical, fluorescence intensity, high mannose 6-phosphate (AID 1220); actives 0.66% (n = 190,000); recombinant PMI enzyme, coupled fluorescence intensity; higher % means a stronger effect; Mannose-6-phosphate isomerase (Homo sapiens); inhibition, % at 20 µM; hits with a dose series show IC50 in µM
RSV CPE inhibition: RSV antiviral activity via CPE protection, HEp-2 cells, primary 10 µM value included (AID 2391) | HEp-2 cells, RSV-induced CPE inhibition; higher % means a stronger effect | CPE inhibition, % at 10 µM; hits with a dose series show IC50 in µM | actives 0.13% (n = 310,000); in the data active means a potency from the dose series; inconclusive means CPE inhibition mostly from about 23% at the one dose, without a potency; inactive means the rest, 99 in 100 with CPE inhibition below about 21%; further: strong numbers were not always called active
TNAP activators: human TNAP enzyme activators, primary screen, biochemical, luminescent, no phosphate acceptor, uHTS (AID 1001). Alkaline phosphatase, tissue-nonspecific isozyme (Homo sapiens). purified TNAP, luminescent activation assay, no phosphate acceptor; higher activation fold means a stronger effect. activation fold at 20 µM; hits with a dose series show EC50 in µM. actives 0.03% (n = 200,000); in the data active means activation fold from about 3, or a potency from the dose series; inactive means the rest, 99 in 100 with activation fold below about 1.6; further: many of its hits are not listed in these tables
WT yeast gro inh: growth inhibition of WT strain, primary screen, mitochondrial fusion inhibitor project, WT and mutant strains, chemical genetic; mitochondrial fusion phenotypic screen; inhibition, % at 10 µM; actives 2.1% (n = 190,000); in the data active means inhibition above about 58%; tested in S. cerevisiae
Siah-1 displacement: Siah-1 peptide-binding antagonists, primary screen, biochemical, fluorescence polarization, rhodamine-plectin, uHTS (AID 1817); Siah-1 / rhodamine-plectin peptide fluorescence polarization; higher % means a stronger effect; E3 ubiquitin-protein ligase SIAH1 (Homo sapiens); actives 0.02% (n = 290,000); displacement, % at 20 µM; hits with a dose series show IC50 in µM;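 active means displacement of at least 50% at 20 µM, with a fluorescence ratio check between 0.3 and a set limit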;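 further: plate controls were Siah plus tracer with DMSO for no effect and tracer alone without Siah for full effect; strong numbers were not always called active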
human PMI inhibition: inhibitors of human PMI, primary screen, biochemical, fluorescence intensity, coupled assay (AID 1209). Mannose-6-phosphate isomerase (Homo sapiens). purified PMI enzyme, coupled fluorescence intensity; higher % means a stronger effect. one-dose inhibition, % at 20 µM; IC50 in µM for titrated hits. actives 0.42% (n = 190,000);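 further: plate controls were DMSO vehicle for no effect and wells lacking substrate for full effect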
WT yeast gro inh mutant strain: second read-out of WT yeast gro inh, no call of its own (marks repeat the call); inhibition, %; mitochondrial fusion phenotypic screen, mutant strain inhibition
Myeloid diff MLP GFP+ MAC1+ %: also measured in Myeloid diff MLP; calls as there; GFP+ MAC1+ double positive, %; measured here: differentiation confirmed by MAC1 staining
An asterisk follows results filed as active; i = inactive; ? = inconclusive; · = not tested or not shown; + = active, no number. Unless noted, no stated cut-off is given here; in the data, active means inhibition above about 50%; inactive means the rest.

SMILES | Myeloid diff MLP | Myeloid diff MLP GFP+ MAC1+ % | PhoP inhibition | XIAP displacement | PMI inhibition | RSV CPE inhibition | TNAP activators | WT yeast gro inh | WT yeast gro inh mutant strain | Siah-1 displacement | human PMI inhibition
O=C(c1ccco1)N1CCN(CC(=O)N2CCCc3c2c(=O)oc2ccc(O)cc32)CC1 | · | · | -8% | -6.5% | 1% | -0.1% | 1 | 5 | 6 | -3% | 1%
CSCCCNC(=O)c1ccc(OC2CCN(CCc3ccccc3)CC2)cc1 | i | 0.2 | 5% | 2.3% | 5% | -1.2% | 1.1 | 7 | 14 | -5% | 5%
CS(=O)(=O)N(CC(=O)Nc1ccccc1C(=O)N1CCOCC1)c1ccc(F)c(Cl)c1 | i | 0.6 | 0% | · | · | 0.6% | · | · | · | -4% | ·
NS(=O)(=O)c1cccc(NC(=O)Cn2cc(C(F)(F)F)cc(Cl)c2=O)c1 | i | 0.5 | -6% | · | · | 0.6% | · | · | · | -4% | ·
CC1=CC(C)(C)NC(=S)N1c1cccc2cc(S(=O)(=O)O)ccc12 | i | 0.2 | 0% | · | · | -0.1% | · | · | · | -1% | ·
Cc1cccc(-n2ncc3c2CCCC3NC(=O)CC(F)(F)F)c1C (stereo unspecified) | i | 0.6 | 4% | · | · | 2.4% | · | · | · | 3% | ·
O=C(O)c1ccc(Cl)c(S(=O)(=O)NCc2cccnc2)c1 | i | 0.4 | -7% | -7.7% | -10% | 1.8% | 1.1 | -13 | 7 | -2% | -18%
O=C(O)CNc1ncccc1[N+](=O)[O-] | i | 0.1 | 1% | -17% | 15% | -0.5% | 1 | -10 | -11 | 13% | 8%
CCOC(=O)/C(C#N)=C/c1cccc(C)c1 | i | 0.2 | -5% | · | · | 0.4% | · | · | · | 1% | ·
CN(C)c1oc(/C=C/c2ccccc2)nc1C#N | i | 1.4 | -2% | -19% | 10% | 0.5% | 1.1 | -2 | -8 | -2% | 7%
O=c1cc(CN2CCN(S(=O)(=O)c3ccc4ccccc4c3)CC2)nc2sccn12 | i | 0.5 | 0% | 0.6% | 1% | -0.9% | 1.1 | 2 | 9 | 4% | -7%
O=C(CN1CCC(NC(=O)c2ccccc2Cl)CC1)NCc1ccco1 | i | 0.3 | 4% | -3.6% | -7% | -2.3% | 1.1 | 5 | -8 | 10% | -9%
O=C(Nc1nnc(-c2ccccc2)o1)Nc1ccccc1Cl | i | 1.2 | 0% | -13% | 2% | 0.9% | 0.9 | 8 | 5 | -5% | 5%
CC1=NOC(=O)/C1=C\c1ccc(-c2ccc(Cl)c(C(=O)O)c2)o1 | i | 0.6 | 9% | -3.2% | · | · | 1.1 | -35 | 5 | 6% | 67%*
O=C(CCl)c1ccc2[nH]c(=O)oc2c1 | i | 0.5 | -11% | · | · | 2.3% | · | · | · | 5% | ·
O=C(CN1C(=O)COc2ccc(S(=O)(=O)N3CCCCC3)cc21)NCc1ccccc1Cl | i | 3.0 | 10% | · | · | -0.1% | · | · | · | -1% | ·
CCNc1c(NS(=O)(=O)c2ccc(OC)cc2)c(=O)oc2ccccc12 | i | 0.3 | 1% | · | · | 0.7% | · | · | · | 12% | ·
COc1cc(CN2CCC(CCC(=O)NC3CC3)CC2)cc(Cl)c1OC | i | 0.3 | 3% | · | · | -0.2% | · | · | · | 0% | ·
CCOc1cc(Br)c(Br)c(C=Nc2ccc(NC(C)=O)cc2)c1O | i | 0.2 | -15% | -5.4% | 40% | 5.9% | 0.8 | -4 | 17 | 7% | 23%
CC(C)(C)n1nnnc1C(c1ccccc1F)N(Cc1ccco1)CC1CCCO1 (stereo unspecified) | i | 4.9 | -5% | -3.2% | 8% | 10% | 1.1 | -8 | 3 | -4% | 8%
COC(=O)c1ccc(CNC(=O)c2c3c(nc4ccccc24)CCN(Cc2ccccc2)C3)cc1 | i | 0.8 | 0% | -9.1% | -52% | 2.0% | 1 | 6 | 14 | -6% | -41%
CCCn1nnc(NC(=O)/C=C/c2ccc(C(C)C)cc2)n1 | i | 0.3 | -6% | · | · | ? | · | · | · | -6% | ·
COc1ccc(CCNC(=O)c2cnc(C)cn2)cc1 | i | 0.6 | 4% | · | · | 0.1% | · | · | · | -3% | ·
CCNC(=O)CC1C(=O)N(c2ccc(F)cc2)C(=O)N1CCC(C)C (stereo unspecified) | i | 7.2 | -12% | -3.3% | -9% | 1.1% | 1.1 | 5 | 13 | 2% | -6%
[O-]c1n[n+](-c2ccc(Cl)cc2)cc2ccccc12 | i | 0.4 | 0% | -0.8% | 49% | -0.1% | 1.1 | -5 | -9 | 3% | -4%
COc1ccccc1OCCCN1C(=O)C(=O)c2cccc(C)c21 | i | 0.7 | 1% | -14% | · | 21% | 1 | -4 | 2 | -4% | ·
Cc1ccc(-c2cc(C(=O)Nc3ccccn3)c3ccccc3n2)o1 | i | 0.2 | 3% | -4.5% | -51% | 3.4% | 1.1 | 24 | 10 | 44% | -26%
COc1ccc(OC)c(NC(=O)c2cccc(Cn3cc(Br)c([N+](=O)[O-])n3)c2)c1 | i | 0.8 | 1% | -4.7% | 22% | 18% | 1 | 27 | 16 | 3% | 15%
Cc1ccc(NC2CCCN(C(=O)c3ccccc3-c3ncc[nH]3)C2)cc1C (stereo unspecified) | i | 1.2 | -3% | · | · | 1.7% | · | · | · | -3% | ·
Cc1ccc2[nH]c(-c3ccccc3)cc(=O)c2c1 | ? | · | 21% | -3.1% | 3% | 3.5% | 1.2 | 0 | -1 | 4% | 6%
Cn1cc(-c2cccc(C(F)(F)F)c2)cc(C#N)c1=O | + | 6.7* | 2% | · | · | 1.2% | · | · | · | 6% | ·
O=C(NC1CCCCC1)C(c1ccccc1)N(Cc1cccnc1)C(=O)c1csnn1 (stereo unspecified) | i | 3.3 | -1% | · | · | 1.7% | · | · | · | 1% | ·
Cc1nonc1OCCNCCNc1ccc([N+](=O)[O-])cc1Cl | i | 0.2 | 6% | 2.0% | 1% | -2.1% | 1 | 16 | 17 | -2% | 2%
CCc1nc(C)cc2c1sc1ccccc12 | i | 0.4 | -9% | · | · | 6.4% | · | · | · | -2% | ·
C/C(=C\C(=O)c1ccc(C)cc1)Nc1cccc(O)c1 | i | 6.3 | -7% | -1.2% | 12% | 3.8% | 1.1 | 4 | -4 | 2% | 12%
COc1ccc(S(=O)(=O)N2CC(=O)Nc3ccccc32)cc1 | i | 0.8 | -4% | · | · | 1.1% | · | · | · | 0% | ·
Cc1[nH]n(-c2cccc(Cl)c2)c(=O)c1-c1ccc(Cl)cc1 | i | 0.8 | 6% | -3.9% | 12% | 21% | 1.1 | 82* | 75* | 0% | 8%
COc1ccc(N(C(C)C(=O)N/N=C/c2cc(Br)c(C)o2)S(C)(=O)=O)cc1 (stereo unspecified) | i | 0.1 | -6% | 2.9% | 6% | 1.4% | 1.1 | -4 | 4 | 4% | 0%
COc1ccccc1NC(=O)COc1ccccc1C(=O)c1cnn(-c2ccccc2)c1 | i | 0.9 | 9% | -6.9% | 13% | 9.5% | 1 | 30 | 10 | 2% | 14%
Cc1[nH]n(-c2ccc([N+](=O)[O-])cc2)c(=O)c1C=NCCN1CCN(C(=O)c2ccccc2F)CC1 | i | 0.3 | -1% | -6.8% | -2% | -2.1% | 0.9 | 24 | 5 | 0% | -7%

Reprinted from the part before: 2 entries, then new ones.
SMILES | Myeloid diff MLP | Myeloid diff MLP GFP+ MAC1+ % | PhoP inhibition | XIAP displacement | PMI inhibition | RSV CPE inhibition | TNAP activators | WT yeast gro inh | WT yeast gro inh mutant strain | Siah-1 displacement | human PMI inhibition
COc1ccccc1NC(=O)COc1ccccc1C(=O)c1cnn(-c2ccccc2)c1 | i | 0.9 | 9% | -6.9% | 13% | 9.5% | 1 | 30 | 10 | 2% | 14%
Cc1[nH]n(-c2ccc([N+](=O)[O-])cc2)c(=O)c1C=NCCN1CCN(C(=O)c2ccccc2F)CC1 | i | 0.3 | -1% | -6.8% | -2% | -2.1% | 0.9 | 24 | 5 | 0% | -7%
CCOC(=O)C1(CCOc2ccccc2)CCN(Cc2cnc(SC)nc2)CC1 | i | 0.0 | 4% | 0.4% | -3% | ? | 1 | 13 | 25 | 12% | 1%
CNC(=O)c1nc(C)c(C2(C)CC(c3ccccc3)=NO2)s1 (stereo unspecified) | i | 1.3 | -4% | · | · | 0.8% | · | · | · | 2% | ·
CCCCNC(=O)c1ccc(Cn2c(=S)[nH]c3c([nH]c4ccc(OC)cc43)c2=O)cc1 | i | 0.8 | 4% | -3.3% | -16% | 10% | 1.2 | -17 | 8 | 7% | -1%
CCOC(=O)N1CCN(c2c(NCCOC)c(=O)c2=O)CC1 | i | 2.3 | 8% | -7.3% | 2% | 0.4% | 1.1 | 1 | -7 | -2% | 5%
CCC(=Nc1ccc(Cc2ccncc2)cc1)c1c(O)n(C)c(=O)n(C)c1=O | i | 0.1 | -13% | -1.9% | 12% | · | 1.1 | -3 | -5 | 7% | -2%
Nc1nonc1-n1nnc(C(=O)N/N=C/c2cccc(F)c2)c1-c1ccccc1 | i | 0.7 | 1% | · | · | 1.5% | · | · | · | 3% | ·
COc1ccccc1-c1nnc(NC(=O)c2ccc(S(=O)(=O)N3CCCC3)cc2)o1 | i | 1.0 | 0% | · | · | -0.8% | · | · | · | -6% | ·
CC1=NC(C)(C)Cc2ccccc21 | i | 2.1 | -2% | -1.3% | 11% | 0.7% | 1.1 | -9 | 9 | 0% | 8%
COc1ccc(OC)c(S(=O)(=O)CC(O)CS(=O)(=O)c2ccccc2)c1 (stereo unspecified) | i | 0.6 | -7% | · | · | 0.6% | · | · | · | 16% | ·
CCCCn1c(O)c(N=NC(=O)c2ccncc2)c2cc(Br)ccc21 | i | 0.2 | 0% | -2.9% | 7% | 1.2% | 0.9 | -6 | -15 | -1% | 6%
CC(=O)c1cn(C(=O)c2ccc(Cl)cc2)c2ccccc12 | i | 0.3 | -4% | · | · | 0.8% | · | · | · | 3% | ·
CC(=O)Nc1cc2nn(-c3ccccc3)nc2cc1C | i | 0.3 | -6% | · | · | 0.9% | · | · | · | 4% | ·
COc1ccc(S(=O)(=O)N2CCC(N3CCCCC3)CC2)cc1 | i | 0.7 | 4% | -1.2% | -7% | -0.4% | 1.1 | 4 | 3 | -2% | 1%
CCOc1ccccc1NC(=O)CCS(=O)(=O)c1cccs1 | i | 0.8 | 6% | · | · | 2.1% | · | · | · | 4% | ·
CCn1c(C2CC(=O)N(c3ccc(C)c(C)c3)C2)nc2ccccc21 (stereo unspecified) | i | 1.8 | · | -6.8% | 14% | 0.8% | 1.1 | -8 | -4 | 3% | 20%
Cc1cc(C)c(NC(=O)CCCN2CCCC2)c(C)c1 | i | 0.8 | 2% | · | · | 0.3% | · | · | · | 4% | ·
CCCCn1c(-c2ccc(C(C)(C)C)cc2)nc2cc3[nH]c(=O)c(C(C)C)nc3cc21 | + | 9.5* | 5% | · | · | -0.1% | · | · | · | 0% | ·
